# Compound activity (PubChem)
# rad50 = NCI yeast anticancer drug screen, S. cerevisiae rad50 strain; growth inhibition, % at 50 µM; hit rate 10% among 79,000; AID 155;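 further: 0% = growth of vehicle-only cultures of the same strain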
#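 Inhibition values express reduced yeast growth in compound-treated cultures relative to vehicle-treated controls.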
# yeast bub3 = NCI yeast anticancer drug screen, S. cerevisiae bub3 mutant strain | AID 167 | growth inhibition, % at 50 µM | hit rate 9.9% among 78,000;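 further: 0% = growth of vehicle-only cultures of the same strain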
#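 Growth of a checkpoint-deficient yeast mutant is measured after compound exposure. Values represent inhibition relative to vehicle.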
# cln2 rad14 = NCI yeast anticancer drug screen, S. cerevisiae cln2 rad14 strain. hit rate 8.3% among 78,000. growth inhibition, % at 50 µM. AID 165;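 further: 0% = growth of vehicle-only cultures of the same strain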
#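 cln2 rad14 yeast strain; compound exposure; growth inhibition read vs vehicle controls.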
# mlh1 rad18 = NCI yeast anticancer drug screen, S. cerevisiae mlh1 rad18 strain; hit rate 11% among 79,000; AID 175; % growth inhibition at 50 µM;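 further: 0% = growth of vehicle-only cultures of the same strain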
#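 Read-out is yeast growth inhibition, calculated against vehicle-only controls. The compound was applied to a strain engineered with DNA damage repair alterations.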
# yeast sgs1 mgt1 = NCI yeast anticancer drug screen, S. cerevisiae sgs1 mgt1 strain | growth inhibition, % at 50 µM | hit rate 10% among 78,000 | AID 161;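 further: 0% = growth of vehicle-only cultures of the same strain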
#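 Compounds are added to genetically altered yeast, and growth is compared with cultures given vehicle alone to give percent inhibition.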
# yeast mec2-1 = NCI yeast anticancer drug screen, S. cerevisiae mec2-1 strain; % growth inhibition at 50 µM; hit rate 9% among 79,000; AID 157;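 further: 0% = growth of vehicle-only cultures of the same strain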
#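 Mutant yeast (mec2-1) grown with compound; growth inhibition relative to vehicle control reported.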
# * hit, by the source's call; nt = no result given; & = joins results of further samples; ! = repeats disagree. No stated cut-off is given here; in the data, active means growth inhibition above about 70%; inactive means the rest.
SMILES,rad50,yeast bub3,cln2 rad14,mlh1 rad18,yeast sgs1 mgt1,yeast mec2-1
CC1(Br)CC2=C(CC1(C)Br)C(=O)C(c1ccccc1)=C(c1ccccc1)C2=O (stereo not given),9,12,25,23,39,17
NC1=NCC(c2ccccn2)C1c1ccc(F)cc1 (stereo not given),-12,-19,8,-14,1,-35
O=C1C2(Cl)C(Cl)=C(Cl)C1(Cl)C1(Cl)C(Cl)=C(Cl)C(=O)C21Cl (stereo not given),98*,28,76*,61,40,54
C1=C(c2ccccc2)CCc2c1ccc1ccccc21,-3,16,4,6,0,-11
Cc1ccc(Oc2ccc(C(=O)c3cccc(C(=O)c4ccc(Oc5ccc(C)cc5)cc4)n3)cc2)cc1,-19,-15,-28,-25,-38,2
CCC(c1ccc(O)cc1)C(CC)c1ccc(OCCN)cc1 (stereo not given),28,45,-1,15,60,6
CCOC(=O)c1cc(CC)sc1N,-2,12,-10,-12,11,-10
COc1cc(C[C@H]2c3cc(OC)c(OC)cc3CCN2C)c(Oc2cc3c(cc2OC)-c2c(OC)c(OC)cc4c2[C@H](C3)N(C)CC4)cc1OC,4,-2,4,16,7,-12
COC(=O)C1CCC(=O)N1C(c1ccc(OC)cc1)c1ccc(OC)cc1 (stereo not given),-27,8,13,7,13,26
O=C(NC1CC/C=C(/c2ccccc2)CC(Cl)C1)c1ccccc1 (stereo not given),8,7,-4,0,-9,5
O=C(Cc1cccc2ccccc12)N/N=C/c1ccc2c(c1)CCC2,15,nt,nt,-8,nt,-13
CCC(=O)Oc1cc(C)c(C(C)(C)C)cc1C(C)(C)C,-12&0,-11&-5,-35&-1,-24&-12,2&4,-27&-16
Nc1cc(Cl)cc2c1nc(NCCO)c1ccccc12,55,52,98*,56,49,60
Cc1cc(C)c(NS(=O)c2cccc(C(F)(F)F)c2)c(C)c1 (stereo not given),-47,-31,-10,-43,-61,-26
CCN(CC)CC(O)CO (stereo not given),-5,2,6,1,-17,-17
CC(=O)N1C(=O)C2(c3ccccc31)c1cccc3c1C(=C1C(=O)OC(=O)C12)C(=O)N3C(C)=O (stereo not given),65,9,10,48,52,22
FC(F)(F)COP1(OCC(F)(F)F)=NP(OCC(F)(F)F)(OCC(F)(F)F)=NP(c2ccccc2)(c2ccccc2)=N1,26,-3,2,56,38,25
CCCCCCCCCCCCCCCc1ccc(N)c(OC2OC(CO)C(O)C(O)C2O)c1 (stereo not given),-17&-2,1&-6,-28&-8,0&18,9&9,-18&7
CCCCCCCCCCCCCCC(C)O (stereo not given),-19,-17,-19,-17,-17,-20
c1ccc([P+](Cc2ccc(C[P+](c3ccccc3)(c3ccccc3)c3ccccc3)cc2)(c2ccccc2)c2ccccc2)cc1,48,48,40,38,29,36
O=C(O)CNC1=NCCN1,-1,-24,-41,-3,-8,2
CC[N+](C)(CC)CCOC(=O)C(c1ccccc1)C(O)C1CCCC1 (stereo not given),-7,21,-6,-8,0,3
O=C1CCCc2cc3c(nc21)C(=O)CCC3,15,1,48,2,13,13
COC(=O)N/N=C(/CCC(=O)Nc1ccc(C)c(C)c1)CC(=O)C(C)(C)C,-11,19,2,-2,8,-12
Cn1c([N+](=O)[O-])cnc1COS(=O)(=O)c1cccnc1,6,17,11,16,26,-9
CC(=O)SCCCCl,-9,8,-1,-11,11,2
Cc1cccc(C(=O)N(C)C)c1,-1,4,-18,4,-6,2
O=C(N=c1ccc2nc(=O)[nH]n(O)c-2c1)C(F)(F)F,-12,-47,-10,-33,-13,6
CCOC(C)C1C2CCCCC21 (stereo not given),2,5,-54,9,6,1
Cc1c(F)c(Br)c([N+](=O)[O-])c(C)c1[N+](=O)[O-],-7,-1,-4,-18,-9,5
c1ccc2cc(N=NNc3ccc4ccccc4c3)ccc2c1,64,47,-31,74*,28,-4
O=C(CC(=O)n1nc(-c2ccccc2)c(N=Nc2ccc(Cl)cc2)c1-c1ccccc1)Nc1ccc(Cl)cc1,-7,-11,-19,-17,-12,-19
CC(=O)Oc1ccc(Cl)cc1Cc1cc(Cl)ccc1OC(C)=O,94*,95*,89*,95*,94*,91*
CCCCCCP(=O)(CCCC)CCCC,38,-12,-21,0,41,12
N#Cc1ccc(/C=C/C(=O)c2ccccc2)cc1,13,14,7,9,6,-20
Cn1ncc2c(Oc3ccc(Br)cc3)nc(Cl)nc21,-2,2,-39,4,8,-4

# Reprinted at random: 5 entries already listed.
SMILES,rad50,yeast bub3,cln2 rad14,mlh1 rad18,yeast sgs1 mgt1,yeast mec2-1
O=C1CCCc2cc3c(nc21)C(=O)CCC3,15,1,48,2,13,13
O=C(O)CNC1=NCCN1,-1,-24,-41,-3,-8,2
CCCCCCP(=O)(CCCC)CCCC,38,-12,-21,0,41,12
COC(=O)C1CCC(=O)N1C(c1ccc(OC)cc1)c1ccc(OC)cc1 (stereo not given),-27,8,13,7,13,26
O=C(CC(=O)n1nc(-c2ccccc2)c(N=Nc2ccc(Cl)cc2)c1-c1ccccc1)Nc1ccc(Cl)cc1,-7,-11,-19,-17,-12,-19

# New compounds follow:
SMILES,rad50,yeast bub3,cln2 rad14,mlh1 rad18,yeast sgs1 mgt1,yeast mec2-1
Nc1nc(Cl)cc(NCCCCCCNc2cc(Cl)nc(N)n2)n1,21,22,39,16,37,17
CC(NC(=O)NC(C)(C)C)c1ccccc1 (stereo not given),3,5,-37,4,-5,-13
CS(=O)(=O)c1cccc(C(=O)O)c1,12,1,-16,-18,4,8
COC(=O)C12CCC(=O)C(C)=C1CCC(OC)(OC)C2 (stereo not given),95*,62,-1,82*,66,17
COc1ccc2c(c1)C1(C)CCCC(C)C1=CC2=O (stereo not given),84*,88*,28,85*,83*,78*
O=C(O)c1cc2ccccc2c(S(=O)(=O)O)c1O,4,-8,-5,7,-17,15
O=c1c([OH2+])c(-c2ccc(O)cc2[O-])oc2cc(O)cc([O-])c12.O=c1c([OH2+])c(-c2ccc(O)cc2[O-])oc2cc(O)cc([O-])c12.[Ti+4],-43,3,8,10,8,27
COc1c2occc2c(S(=O)(=O)O)c2ccc(=O)oc12,-12,-41,4,3,6,4
Cc1nc2cccc([N+](=O)[O-])c2c(NCCCN(C)C)c1C,1,-28,1,1,-2,-16
CCS(=O)(=O)/C=C/c1ccc2ccccc2n1,47,18,4,63,35,29
c1c[nH]c(CN2CCOCC2)n1,-32,-39,2,-5,-43,-29
CCCCCCCCCCSC(=N)N,96*!,94*!,57&58,92*!,96*!,89*!
O=CNc1ncn[nH]1,-7,-3,-8,8,-22,-28
COc1cccc(/C=C2\C(=O)N(C(=O)Cc3ccccc3)N=C2C)c1,4,-15,0,-24,-35,-30
CCN(CC)C1CS(=O)(=O)OC2=C1CSCC2 (stereo not given),-2,4,4,-32,11,19
CC(=O)c1ccc(N=C2c3ccccc3CN2c2ccc(C(C)=O)cc2)cc1,12,-5,-11,4,-7,-14
CC(C)c1ccc(CN2CCCCC2)cc1,3,10,51,-1,-15,-4
CCC(=O)Nc1cccc(Cl)c1,20,-24,4,8,7,2
O=C(Nc1ccc(S(=O)(=O)Nc2ccc(N=Nc3ccccc3)cc2)cc1)C(SC1=NC=NC2=NC=NC21)(SC1=NC=NC2=NC=NC21)SC1=NC=NC2=NC=NC21 (stereo not given),-2,-8,-20,-3,-17,-11
S=C(NNc1ccccc1Oc1ccccc1)NNc1ccccc1Oc1ccccc1,56,15,44,55,60,45
c1ccc(CNc2cnccn2)cc1,-20,-4,-22,-5,-8,11
CCCCCCCCCCCCCCCCS,-2,7,-7,-5,18,-16
COc1ccccc1NC(=S)N/N=C/c1cccc(C)n1,9,6,-4,40,20,-10
S=C(/C=C1\SC(=Nc2ccccc2)C(=Nc2ccccc2)N1c1ccccc1)Nc1ccccc1,1,10,-4,1,-10,-9
N#CCCOc1ccccc1,-1,-31,16,-8,-10,-26
CCCC(=O)NCCc1ccccc1,34,5,-11,38,18,10
Cc1nc2c([nH]1)c(=O)n(C)c(=O)n2C,29,49,6,-10,23,12
O=C(CCCCC(=O)N/N=C/c1ccc2c(c1)CCC2)N/N=C/c1ccc2c(c1)CCC2,-30,-13,12,-33,-9,-24
COC(=O)/C(=N\NC(N)=O)C(C(=O)C=C(C)C)C(=O)C(=O)Nc1ccc(Cl)c(Cl)c1 (stereo not given),-9,-17,12,-28,-35,-41
COc1ccc(N2C(=O)C(=O)N(C)C2=O)c2ccccc12,-15,3,6,-8,-2,-27
O=c1n(-c2ccccc2)c(=O)n(-c2ccccc2)c(=O)n1-c1ccccc1,-2,7,5,-15,-17,-13
CCC/C(Cl)=N\OC(=O)Nc1ccc(Br)cc1,88*,88*,90*,84*,84*,92*
CCC(c1ccc(CN(C)C)c(O)c1)C(CC)c1ccc(CN(C)C)c(O)c1 (stereo not given),6,-3,-13,3,-11,1
CC(=O)OC1=CC(=O)N(C(=O)c2ccccc2)C1,-3,3,-12,-7,-19,-6
N#CC1=C(NC(=O)Nc2ccccc2)NC(=S)NN1,-19,-3,-4,-9,6,3
CC1OCC2OC(C)OC(C3C4=C(CC(C)(C)CC4=O)OC4=C3C(=O)CC(C)(C)C4)C2O1 (stereo not given),82*,58,4,81*,41,27
N#CCCC(=O)c1ccccc1,-2,5,-3,17,-1,-19
C[n+]1cc(-c2ccccc2)cc(-c2ccccc2)c1,1,-3,-30,7,-2,-3
CC(C)SCCO,-3,-27,-10,-13,8,10
NC(C1SCCS1)C(O)C(O)C(O)CO (stereo not given),-6,3,-4,-4,-2,-28
CN1C(=O)CCC2[C@@H]3CC=C4C[C@@H](O)CC[C@]4(C)C3CC[C@@]21C (stereo not given in full),16,58,29,71*,70,0
COc1ccc(C2OCC(CCl)O2)cc1OC (stereo not given),-11,13,-27,-16,-20,-10
N#CC1CCCC(C#N)N1Cc1ccccc1 (stereo not given),28,-13,9,51,43,19
CC(C)(C)c1ccc(C(=O)O)cc1,2,-17,-30,7,-8,7
CCC1=NO[C@@H](C(=O)OCc2ccccc2)[C@H]1C,-12,9,-29,-21,-7,5
CCOc1cc2c(cc1C(CC)c1ccccc1)OCO2 (stereo not given),7,18,3,15,10,13
CCc1cccc(C(C)C)c1N1C(=O)C(=O)C(c2nc3ccccc3s2)C(=O)C1=O,85*,86*,85*,88*,84*,87*
Cn1c(CN(Cc2nc3ccccc3n2C)Cc2nc3ccccc3n2C)nc2ccccc21,77*,56,69,56,70,88*
COc1ccc(NS(=O)(=O)c2ccc(NC(NC(=O)CC(C)C)(C(F)(F)F)C(F)(F)F)cc2)nn1,11,-6,24,-1,21,-27
O=c1ccc2c(-c3ccccc3S(=O)(=O)O)c3ccc(O)c(O)c3oc-2c1O,3,16,11,4,-4,13
CC(=O)c1cccc(NC(=O)Nc2cccc3ccccc23)c1,0,16,3,3,15,6
NCCCCCCCCCCN,-23,-36,-29,-12,-6,-5
CC(C)N(C(=O)c1ccc(Cl)c(Cl)c1)C(C)C,-1,9,13,-6,15,11
CC(C)COC1CN=NN1/C=C1\CCOC1=O (stereo not given),-4,24,-7,-3,14,10
CCOC(=O)C(c1ccccc1)c1cccc(C(C(=O)OCC)c2ccccc2)n1 (stereo not given),9&3,-4&2,-42&-3,-14&18,-34&-17,0&0
N#Cc1cccc(NC(=O)COc2cccc(Cl)c2)c1,-2,-15,-16,-13,28,6
CC1OC(OC2C(Oc3c(-c4ccc(O)c(O)c4O)oc4cc(O)ccc4c3=O)OC(CO)C(O)C2O)C(O)C(O)C1O (stereo not given),23,3,-9,-11,-8,-5
OCC#C[C@@H]1CC[C@H]1C#CCO,7,3,2,-6,6,-3
COc1cccc(/C(C#N)=N/NC(=O)c2nc[nH]c2C)c1,10,13,11,9,20,9
COc1cc(C2C3=C(COC3=O)Oc3cc4c(cc32)OCO4)cc(OC)c1OC(C)=O (stereo not given),-16,-8,16,-2,2,-23

# 5 entries already listed, arranged by count of non-hydrogen atoms, rising.
SMILES,rad50,yeast bub3,cln2 rad14,mlh1 rad18,yeast sgs1 mgt1,yeast mec2-1
CCC/C(Cl)=N\OC(=O)Nc1ccc(Br)cc1,88*,88*,90*,84*,84*,92*
COc1c2occc2c(S(=O)(=O)O)c2ccc(=O)oc12,-12,-41,4,3,6,4
c1ccc2cc(N=NNc3ccc4ccccc4c3)ccc2c1,64,47,-31,74*,28,-4
CCOC(=O)C(c1ccccc1)c1cccc(C(C(=O)OCC)c2ccccc2)n1 (stereo not given),9&3,-4&2,-42&-3,-14&18,-34&-17,0&0
S=C(/C=C1\SC(=Nc2ccccc2)C(=Nc2ccccc2)N1c1ccccc1)Nc1ccccc1,1,10,-4,1,-10,-9

# Going on with the list.
SMILES,rad50,yeast bub3,cln2 rad14,mlh1 rad18,yeast sgs1 mgt1,yeast mec2-1
CCOc1ccccc1/C=C/C(=O)O,5,-22,-19,-21,-12,-10
CCCc1c(N)nc(=S)[nH]c1C(=O)O,13,-6,-24,5,-3,6
CC(C)(C)CC(C)(O)COC(=S)S (stereo not given),-10,-7,-11,1,2,-18
Cc1nc2c(SCc3ccccc3)ncnc2o1,16,35,23,20,15,-10
COC(=O)c1nc(N)nc(C(=O)OC)c1C(=O)C(C)(C)C,-11,-42,-24,-29,-26,-11
